Screens deposited in PubChem BioAssay by National Center for Advancing Translational Sciences (NCATS).
USP1 inh = Inhibitors of USP1/UAF1: Primary Screen; Ubiquitin carboxyl-terminal hydrolase 1 (Homo sapiens), O94782; recombinant USP1/UAF1, Ub-Rhodamine cleavage fluorescence; Potency, µM (series often up to 57.1 µM), for the others: at the top dose activity change, negative = inhibition, most hits filed as inhibitors; 390,000 tested, 0.23% active; note: potency is the fitted concentration of half-maximal effect; % is set by controls: 0 for no effect and ±100 for the full control effect; nearly all actives have a fitted effect of over 60% in size; inactives centre near -12
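In this screen, compounds sit with the deubiquitinase complex (1nM) for 15 min at room temperature before Ub-Rho is added at 150nM final. Fluorescence rise is then followed for 6 reads every 60 seconds.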
rTrxR1 inhibitor = qHTS Assay for Inhibitors of Mammalian Selenoprotein Thioredoxin Reductase 1 (TrxR1): qHTS | Thioredoxin reductase 1, cytoplasmic (Rattus norvegicus), O89049 | recombinant rTrxR1, NADPH fluorescence consumption, selenite substrate | Potency, µM (series often up to 114 µM), for the others: at the top dose activity change, negative = inhibition, actives largely listed as inhibitors | 390,000 tested, 1% active; note: potency is the fitted concentration of half-maximal effect; % is set by controls: 0 for no effect and ±100 for the full control effect; nearly all actives have a fitted effect of over 65% in size
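Rat TrxR1 (90 nM in the dispensed reagent) was pre-reduced with 400 uM NADPH for 5 min at room temperature, then incubated with compound for 15 min. After 400 uM selenite was added, NADPH fluorescence (Ex 340/Em 450 nm) was followed for 8 min.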
PI4K2A block = qHTS for small molecular inhibitors of PI4K2A; 420,000 tested, 0.13% active; Phosphatidylinositol 4-kinase type 2-alpha (Homo sapiens), Q9BTU6; AID 1346378, 2018; purified PI4K2A, ADP-Glo luminescence, 1 h; active compounds read low; activity change, negative = inhibition, % at 76.9 µM; in the data active = activity change below about -50%; inconclusive = mostly about -30% to -49%;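 note: -100% = wells without enzyme as full effect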
Target sequence (Q9BTU6 whole entry, looked up): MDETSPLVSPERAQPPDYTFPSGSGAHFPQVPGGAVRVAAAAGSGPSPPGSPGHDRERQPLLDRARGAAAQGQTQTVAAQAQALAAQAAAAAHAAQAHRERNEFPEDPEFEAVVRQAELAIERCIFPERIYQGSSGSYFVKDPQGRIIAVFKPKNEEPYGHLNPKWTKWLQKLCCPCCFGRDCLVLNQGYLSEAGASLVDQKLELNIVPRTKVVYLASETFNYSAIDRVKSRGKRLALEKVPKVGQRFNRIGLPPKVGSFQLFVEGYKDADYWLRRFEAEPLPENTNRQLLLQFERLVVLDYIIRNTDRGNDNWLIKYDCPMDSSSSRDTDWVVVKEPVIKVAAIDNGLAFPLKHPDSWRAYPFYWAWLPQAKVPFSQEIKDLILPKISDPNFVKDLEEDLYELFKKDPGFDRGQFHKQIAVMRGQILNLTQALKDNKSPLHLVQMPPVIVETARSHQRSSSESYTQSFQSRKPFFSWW
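In this quantitative HTS, ADP production by PI4K2A was quantified luminescently after 1 h at ambient temperature; 100 microM adenosine served as plate-quality control.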
mIDH1 inhibitor = qHTS for Inhibitors of mutant isocitrate dehydrogenase 1 (IDH1): qHTS; AID 602179, 2012; 390,000 tested, 0.093% active; Potency, µM (series often up to 76.6 µM), for inactives: top-dose activity change, negative = inhibition, most hits filed as inhibitors; IDH1-R132H enzyme, NADPH consumption, diaphorase/resazurin fluorescence; Isocitrate dehydrogenase [NADP] cytoplasmic (Homo sapiens), O75874; note: potency is the fitted concentration of half-maximal effect; % is set by controls: 0 for no effect and ±100 for the full control effect; nearly all actives have a fitted effect of over 65% in size
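IDH1-R132H (0.5 ug/mL dispensed) in pH 7.5 Tris buffer was preincubated 30 min with compound, then given a substrate mix of 0.016 mM NADPH and 2 mM alpha-KG for 80 min at room temperature; remaining NADPH was read by diaphorase/resazurin fluorescence.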
TrxR1 substrate = qHTS Assay for Substrates of Mammalian Selenoprotein Thioredoxin Reductase 1 (TrxR1): qHTS | purified TrxR1 substrate turnover, NADPH consumption readout | Potency, µM (highest dose often 114 µM), for the others: at the highest dose activity change, negative = substrate turnover | 390,000 tested, 0.01% active | AID 588456, 2011; note: potency is the fitted concentration of half-maximal effect; % is set by controls: 0 for no effect and ±100 for the full control effect; nearly all actives have a fitted effect of over 50% in size
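Rat TrxR1, dispensed at 90 nM, was prereduced with 400 uM NADPH (final) for 5 min at ~22 deg C, then incubated with compound 15 min before 400 uM selenite. A first-read NADPH fluorescence drop versus no-compound background flagged substrates.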
TRHR agonist = qHTS for Small Molecule Agonists and Allosteric Enhancers of Human TRH Receptor: Primary Screen for Agonists; Thyrotropin-releasing hormone receptor (Homo sapiens), P34981; TRHR cells, calcium flux fluo-8, FDSS agonist mode; activation, % at 2 µM; 360,000 tested, 0.18% active; AID 493084, 2011; in the data active = activation above about 30%; note: 0% is about no effect
Target sequence (P34981 whole entry, looked up): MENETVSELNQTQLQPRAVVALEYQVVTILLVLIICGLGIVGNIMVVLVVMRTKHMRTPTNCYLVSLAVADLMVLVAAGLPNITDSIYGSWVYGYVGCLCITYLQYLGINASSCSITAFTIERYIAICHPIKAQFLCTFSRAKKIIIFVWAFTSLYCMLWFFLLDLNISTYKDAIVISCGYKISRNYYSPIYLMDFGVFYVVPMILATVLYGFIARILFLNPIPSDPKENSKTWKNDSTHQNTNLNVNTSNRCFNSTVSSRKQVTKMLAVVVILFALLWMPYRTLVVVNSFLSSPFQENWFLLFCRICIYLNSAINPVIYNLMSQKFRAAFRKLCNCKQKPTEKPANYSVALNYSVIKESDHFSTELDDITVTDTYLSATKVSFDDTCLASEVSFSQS
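Steps: seed TRHR cells overnight; add fluo-8 no-wash Ca dye, RT 30 min–1.5 h; record 10 s baseline; pin-transfer compounds; monitor fluorescence 1 cycle/s for the agonist window. Calcium increases flag candidate agonists.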
D2 antagonist = HTS Assay for Allosteric Antagonists of the Human D2 Dopamine Receptor: Primary Screen for Antagonists | D(2) dopamine receptor (Homo sapiens), P14416 | HEK293 TREx D2 cells, calcium flux, dopamine EC80 | inhibition, % at 10 µM | 340,000 tested, 2% active | AID 485344, 2010; in the data active = inhibition above about 30%; note: 0% is about no effect
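Overnight-induced (tetracycline, 30 C) HEK293 T-REx cells carrying force-coupled D2 receive a no-wash calcium dye, then compound, then EC80 dopamine at 180 s; signals are read kinetically throughout.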
TRHR PAM = qHTS for Small Molecule Agonists and Allosteric Enhancers of Human TRH Receptor: Primary Screen for Enhancers; TRHR cells, fluo-8 calcium fluorescence, EC20 TRH enhancement; 360,000 tested, 0.66% active; enhancement, % at 2 µM; in the data active = enhancement above about 30%; note: 0% is about no effect
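Enhancer read-out: after compound pinning and an initial kinetic agonist-mode read, an EC20 of TRH (10 nM final) was injected and fluo-8 calcium signal (Ex 480/Em 530) followed at 1 s/cycle for 100 cycles in TRHR-expressing cells.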
D2 agonist = HTS Assay for Allosteric Agonists of the Human D2 Dopamine Receptor: Primary Screen for Agonists; D(2) dopamine receptor (Homo sapiens), P14416; HEK293 T-REx D2 cells, calcium flux agonist mode; activation, % at 2 µM; 340,000 tested, 0.53% active; AID 485358, 2010;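 active = activation over 3 SD above normal in the single-dose calcium agonist read, cut at about 30% in these data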; note: 0% is about no effect
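Tetracycline-induced HEK293 Trex cells with D2 receptor force-coupled to calcium signaling, plated overnight at 30 C and loaded with no-wash calcium dye. Calcium flux read kinetically for 180 s after compound addition; responses flag agonists.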
Active calls of the source: *; ? = inconclusive; nt = no result given; & = joins results of further samples; [ ] = another dose, or the depositor's remark. Unless noted, calls come from the whole dose curve; as a rule, active = well fitted inhibition curve with a large enough effect; inconclusive = small, poorly fitted or top-dose-only effect; inactive = no such curve, though single readings can be large or run the other way.

SMILES	USP1 inh	rTrxR1 inhibitor	PI4K2A block	mIDH1 inhibitor	TrxR1 substrate	TRHR agonist	D2 antagonist	TRHR PAM	D2 agonist
CCCCC(NC(=O)Cc1c(C)c2cc3c(-c4ccccc4)coc3c(C)c2oc1=O)C(=O)O (configuration not stated)	?	7%	3	-6%	5%	0.4	-7	-8	1.8
CC1(C)CCCC2=C1CC1C(=O)N(N)C(=O)C1C2 (configuration not stated)	0%	32%[11.4 µM]	-10	18%	12%[11.4 µM]	0.0	7	-2	0.4
COc1cc(CNCCO)cc(Cl)c1OCc1ccc(Cl)cc1Cl	-23%	9%[57.1 µM]	-1	5%	-2%[57.1 µM]	12	-4	11	4.6
CCOc1cc(S(=O)(=O)NCc2ccc3c(c2)OCO3)ccc1F	-15%	14%[57.1 µM]	4	1%	-11%	-0.5	-10	-5	0.7
COc1ccc(CCN2CC(C(=O)Nc3ccccc3F)CC2=O)cc1OC (configuration not stated)	-24%	8%[57.1 µM]	2	-14%	1%[57.1 µM]	-0.5	-8	3	0.0
CC1SC(=Nc2ccccc2)N(S(=O)(=O)c2ccccc2)C1=O (configuration not stated)	-8%	-4%	3	-6%	0%	-0.5	nt	-3	nt
Cc1noc(NS(=O)(=O)c2ccc(NC(=O)c3cnc4scc(C)n4c3=O)cc2)c1C	-21%	-2%[57.1 µM]	-11	4%	-7%[57.1 µM]	0.7	nt	17	nt
C=CCn1c(SCC(=O)N(C(C)CC)C2CCS(=O)(=O)C2)nc2ccccc2c1=O (configuration not stated)	-10%	-8%	1	3%	-9%	-0.2	-2	-3	-0.7
COc1ccc(-n2c(=O)c3c4c(sc3n(C)c2=O)CN(C(C)=O)CC4)cc1	-9%	-6%	5	-3%	-1%	0.0	nt	6	-0.3
O=C(OCC(=O)c1c[nH]c2ccccc12)C1=COCCO1	-1%	?	0	5%	-9%	1.1	-1	-3	0.9
CC(C)C1Cc2c(sc3ncnc(NN)c23)CO1 (configuration not stated)	-19%	11%[57.1 µM]	-9	4%	6%[57.1 µM]	0.0	-1	8	0.1
CCC(c1nnc(SCC(=O)Nc2cccc(S(N)(=O)=O)c2)n1Cc1ccccc1)N(C)C (configuration not stated)	-18%	21%	0	16%	3%	-0.2	-14	-7	-1.4
C=CCNC(=O)C(=O)NCC1CCCN1CC (configuration not stated)	-20%	21%	1	-5%	5%	1.0	nt	42*	nt
COc1ccccc1OCC(=O)NCc1ccco1	-5%	-6%[57.1 µM]	-1	7%	0%[57.1 µM]	0.0	nt	1	nt
CCOc1ccc(N2C(=O)c3ccc(C(=O)OCC(=O)N(CC)C4CCS(=O)(=O)C4)cc3C2=O)cc1 (configuration not stated)	-11%	-4%	-3	9%	-6%	0.4	-30	1	0.4
Cn1ccnc1SCC(=O)c1ccc(Br)cc1	-18%	-19%	4	-3%	-4%	-0.3	-5	-8	0.2
CNC(=S)N(CCc1c(C)[nH]c2ccc(OC)cc12)Cc1cc(OC)c(OC)c(OC)c1	-26%	21%	1	9%	9%	0.1	0	-3	-1.1
Cc1cccc(N2CCN(C(=O)Cn3sc4nc(C)cc(C)c4c3=O)CC2C)c1 (configuration not stated)	3%	-41%	-4	-8%	3%[57.1 µM]	1.2	7	-3	0.8
CC(=O)Nc1ccc(S(=O)(=O)NNC(=O)C(=O)NNc2ccccn2)cc1	-15%	15%	-4	8%	2%	1.2	9	3	-0.8
COc1ccc(S(=O)(=O)N2CCN(C(=O)c3ccc([N+](=O)[O-])o3)CC2)cc1	?	?	1	6%	0%	-0.1	nt	1	nt
COc1ccc(NC(=O)c2ccc(CNc3c(NC4CCCCC4)c(=O)c3=O)cc2)cc1OC	-11%&-19%	-8%&-3%	2&1	7%&-2%	-9%&-8%	-0.8	-10	-7	0.5
COc1ccc(-c2nnc(SCC(=O)c3cccs3)o2)c(OC)c1	-4%	20%	-3	1%	8%	0.1	-7	-2	-0.4
Cc1onc(-c2ccccc2)c1C(=O)OCC(=O)Nc1ccc(OC(F)(F)F)cc1	-12%	20%	5	-7%	-3%	2.7	-11	0	0.2
COC(=O)C1CC2=C(CCCC2=O)N(c2ccccc2)C1=O (configuration not stated)	-3%	-6%	0	6%[38.3 µM]	-6%	nt	nt	nt	nt
Cc1ccc(-c2noc(CNS(=O)(=O)c3ccccc3)n2)cc1	-7%	10%	-4	3%	-3%	0.4	2	6	-0.2

TRHR PAM: entries above that show a hit
| canonical_smiles | USP1 inh | rTrxR1 inhibitor | PI4K2A block | mIDH1 inhibitor | TrxR1 substrate | D2 antagonist | TRHR PAM |
| --- | --- | --- | --- | --- | --- | --- | --- |
| C=CCNC(=O)C(=O)NCC1CCCN1CC (configuration not stated) | -20% | 21% | 1 | -5% | 5% | nt | 42* |

Quoted from the listing, 3 compounds:
SMILES	USP1 inh	rTrxR1 inhibitor	PI4K2A block	mIDH1 inhibitor	TrxR1 substrate	TRHR agonist	D2 antagonist	TRHR PAM	D2 agonist
Cc1onc(-c2ccccc2)c1C(=O)OCC(=O)Nc1ccc(OC(F)(F)F)cc1	-12%	20%	5	-7%	-3%	2.7	-11	0	0.2
COC(=O)C1CC2=C(CCCC2=O)N(c2ccccc2)C1=O (configuration not stated)	-3%	-6%	0	6%[38.3 µM]	-6%	nt	nt	nt	nt
Cc1ccc(-c2noc(CNS(=O)(=O)c3ccccc3)n2)cc1	-7%	10%	-4	3%	-3%	0.4	2	6	-0.2

(listing goes on)
SMILES	USP1 inh	rTrxR1 inhibitor	PI4K2A block	mIDH1 inhibitor	TrxR1 substrate	TRHR agonist	D2 antagonist	TRHR PAM	D2 agonist
O=C(CCn1c(=O)[nH]c2ccsc2c1=O)N1CCN(Cc2ccc3c(c2)OCO3)CC1	-14%	4%[57.1 µM]	2	2%	14%[57.1 µM]	-0.9	10	-3	-0.2
Cc1oc(-c2ccc(Cl)cc2)nc1CN1CCC(C(=O)N2CCc3ccccc3C2)CC1	-5%	12%	1	11%	-2%	0.4	14	5	0.3
Cc1ccccc1NC(=S)N(Cc1cccs1)C1CCCCC1	-11%	14%[57.1 µM]	-1	11%	-8%	0.1	5	14	0.0
O=C(CSc1nnc(COc2ccccc2F)n1-c1ccccc1)NC1CCS(=O)(=O)C1 (configuration not stated)	-10%	23%	4	2%	-5%[57.1 µM]	0.1	-1	6	-0.4
CCOC(=O)C(=O)NCC(c1cccs1)S(=O)(=O)c1ccc(F)cc1 (configuration not stated)	-7%	9%	0	-9%	4%	0.0	11	10	-0.5
Cc1ccc(NC(=O)COC(=O)Cn2ccc(C(F)(F)F)n2)cc1Cl	-18%	-7%	-5	5%	0%	-0.3	-15	10	0.0
Cc1cccc(CCNS(=O)(=O)c2ccc3c(c2)NC(=O)CO3)c1	-25%	22%	2	10%	2%	-0.2	5	0	0.6
CCc1ccc(NC(=O)Cn2c(=O)n(Cc3ccc4c(c3)OCO4)c(=O)c3oc4ccccc4c32)cc1	-6%	20%	-2	-11%	2%	0.6	nt	1	0.6
O=C(NCc1ccco1)c1cccnc1-c1nc2ccccc2s1	-9%	?	-1	-3%	-14%	-0.6	-4	-4	-0.1
OC[C@@H]1[C@@H](c2ccc(F)cc2)C(c2cccc(Cl)c2)=NN1c1ccccc1	-17%	-21%	-9	6%	101%[activator]	nt	nt	nt	nt
Cc1cccc(OCCCCCn2ccnc2)c1C	-21%	-1%	7	-1%	7%[57.1 µM]	-0.7	-1	3	0.0
CC(=O)Nc1ccc(NC(=O)CSc2nc3nc(C)cc(C)c3c(=O)[nH]2)cc1	-7%	5%	-21	13%	-1%	1.6	-8	2	0.2
COc1cc(O)cc(O)c1C(=O)/C=C/c1ccccc1	-29%	-9%	4	2%	-8%	0.5	-15	0	0.1
Cc1ccccc1CN1c2ccccc2-c2nc(SCC(=O)c3ccccc3)ncc2S1(=O)=O	?	21%[57.1 µM]	2	-2%	6%[57.1 µM]	0.4	nt	0	0.1
Fc1cccc(Cc2noc(CN3CCN(C4CCc5ccccc5C4)CC3)n2)c1 (configuration not stated)	-9%	17%[57.1 µM]	4	9%	-7%[57.1 µM]	-0.8	25	-5	0.1
CCOC(=O)N1CCC(NCCNC(=O)c2cccs2)CC1	-6%	18%[57.1 µM]	4	1%	23%[57.1 µM]	0.6	6	-2	6.0
CCS(=O)(=O)Nc1cccc(C2=NN(S(=O)(=O)c3ccccc3)C(c3ccco3)C2)c1 (configuration not stated)	-9%	?	-1	-5%	-4%	0.8	-6	4	0.0
CC(=O)Nc1cc2nn(-c3ccccc3)nc2cc1C	-16%	4%	-24	10%	65%[activator]	0.9	18	-1	-0.1
CCN(CC)C(=O)CSc1nnc(SC(C)C(=O)NC2CC2)s1 (configuration not stated)	-2%	-13%	3	3%	-9%	nt	nt	nt	nt
Cc1ccc(SCC(=O)N(C)C2CCS(=O)(=O)C2)c(C)c1 (configuration not stated)	-5%	15%[57.1 µM]	-2	0%	12%[57.1 µM]	nt	nt	nt	nt
O=C(Nc1ccc(-c2nc3ccccc3[nH]2)cc1)C1CCCO1 (configuration not stated)	-20%	9%	-20	1%	14%	1.3	-14	12	0.2
Cc1ccc(/C=N/NC(=O)CCSc2ccccc2)cc1	-25%	20%	0	1%	-3%	0.0	-8	-4	1.1
